Compound activity from PubChem BioAssay.
GLS inh – glutaminase GLS (human) inhibition; O94925; GLS enzymatic activity, qHTS titration; Potency, µM (top dose mostly 45.5 µM), without a hit: at the highest dose activity change, negative = inhibition, actives largely listed as inhibitors; 410,000 compounds, 0.21% hits; AID 624170; further: potency means the concentration at half of the fitted maximal effect; on the % scale 0 is the no-effect control and ±100 the full control effect
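Coupled fluorescence readout: glutamate oxidase/HRP/Amplex Red detect glutamate formed by hKGA from L-glutamine (1 mM solution added). Buffer 45 mM KH2PO4 pH 8.2, 0.02% Tween-20; reads at t0 and 30 min RT.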
JMJD2A Tudor – inhibitors of human JMJD2A Tudor domain. 390,000 compounds, 4.4% hits. Potency, µM (series often up to 114 µM), inactives show at the highest dose activity change, negative = inhibition, usual class: inhibitors. AlphaScreen JMJD2A-Tudor / H3K4me3 peptide binding; further: potency means the concentration at half of the fitted maximal effect; on the % scale 0 is the no-effect control and ±100 the full control effect; nearly all actives have a fitted effect of over 50% in size
BAZ2B block – blocks human BAZ2B. AlphaScreen BAZ2B-H3K14Ac peptide displacement. AID 504333. Potency, µM (doses to about 114 µM), inactives show top-dose activity change, negative = inhibition, usual class: inhibitors. 360,000 compounds, 4.4% hits. Q9UIF8; further: potency means the concentration at half of the fitted maximal effect; on the % scale 0 is the no-effect control and ±100 the full control effect; nearly all actives have a fitted effect of over 60% in size
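Protein-peptide AlphaScreen: BAZ2B 50 nM, b-H3K14Ac 50 nM, 1x PBS pH 7.4 + 0.01% Tween-20. Preincubation 30 min RT; cpd 30 min RT (top 110 uM); beads 20 min RT, light-protected.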
PI4K2A inh – inhibitors of human PI4K2A. Q9BTU6. purified PI4K2A, ADP-Glo luminescence, 1 h; stronger effect = lower value. activity change, negative = inhibition, % at 76.9 µM. 420,000 compounds, 0.13% hits. AID 1346378; in the data active means activity change below about -50%; inconclusive means mostly about -30% to -49%;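 further: -100% = wells without enzyme as full effect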
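PI4K2A activity was measured by ADP-Glo luminescence: enzyme (4 ug/mL stock) and phosphatidylinositol (1.2 mM stock) in Tris pH 7.5/MgCl2/EGTA/Triton X-100 buffer were reacted with ATP (300 microM stock) for one hour at ambient temperature.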
G9a block – G9a (human) methyltransferase inhibition; Q96KQ7; G9a H3K9 monomethylation, AlphaScreen, 2 h; Potency, µM (series often up to 102 µM), inactives show top-dose activity, negative = inhibition, actives largely listed as inhibitors; 350,000 compounds, 8.8% hits; AID 504332; further: potency means the concentration at half of the fitted maximal effect; on the % scale 0 is the no-effect control and ±100 the full control effect; nearly all actives have a fitted effect of over 75% in size
Target sequence (Q96KQ7 913-1193 limits assumed): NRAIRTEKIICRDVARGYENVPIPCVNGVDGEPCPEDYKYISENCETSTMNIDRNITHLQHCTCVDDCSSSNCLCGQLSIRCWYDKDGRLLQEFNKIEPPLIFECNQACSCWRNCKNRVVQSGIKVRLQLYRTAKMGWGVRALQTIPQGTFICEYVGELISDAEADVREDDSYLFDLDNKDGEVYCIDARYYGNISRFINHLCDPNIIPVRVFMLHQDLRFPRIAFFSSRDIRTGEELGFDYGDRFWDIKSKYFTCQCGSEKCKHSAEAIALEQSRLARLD
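Using a bead-based AlphaScreen, monomethylated H3K9 product from 2 h room-temperature reactions (G9a 20 nM, peptide 500 nM, SAM 20 uM) was detected with 0.5 ug/mL rabbit anti-H3K9me1 antibody.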
ERG-DNA inh – inhibitors of human ERG Ets domain-DNA interaction | 370,000 compounds, 0.028% hits | P11308 | Potency, µM (series often up to 76.9 µM), without a hit: at the highest dose FP activity, negative = inhibition, most hits filed as inhibitors | AID 624246 | fluorescence polarization, His-ERG Ets domain / labelled DNA; active means well fitted inhibition curve with a large enough effect in the polarisation, with a control signal flat; inconclusive means small, poorly fitted or top-dose-only effect, or effect the other way, or a change in a side signal; inactive means no such curve, though single readings can be large or run the other way; the % refers to the polarisation;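 further: polarization taken with two DNA probes labelled with fluorescein and Texas red; potency means the concentration at half of the fitted maximal effect; % of control where 0% means no effect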
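His-tagged ERG Ets domain (1 uM in the protein solution; 300mM KCl, 50mM Tris-HCl, 1mM EDTA, 1mM DTT, pH 7.5) received compound, then a probe mix of 5 nM fluorescein-DNA and 100nM Texas-615-DNA. Fluorescence polarization was read for both dyes.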
HP1b chromo inh – HP1-beta chromodomain-methylated histone interaction inhibition; P83916; AlphaScreen HP1-beta / biotin-H3K9me3 peptide binding; Potency, µM (titrated, usually from 114 µM), for the others: top-dose activity change, negative = inhibition, hits mostly inhibitors; 390,000 compounds, 0.56% hits; further: potency means the concentration at half of the fitted maximal effect; nearly all actives have a fitted effect of over 70% in size; inactives centre near 23
Target sequence (P83916 whole entry, looked up): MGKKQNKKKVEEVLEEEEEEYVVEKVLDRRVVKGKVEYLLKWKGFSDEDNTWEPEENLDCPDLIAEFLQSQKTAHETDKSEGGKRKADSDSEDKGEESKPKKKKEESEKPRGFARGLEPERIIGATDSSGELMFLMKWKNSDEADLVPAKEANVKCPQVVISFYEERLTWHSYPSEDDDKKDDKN
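HP1-beta protein (50 nM final) preincubated 30 min at room temperature with biotinylated H3(1-18)K9me3 peptide (50 nM) in PBS pH 7.4, 0.01% Tween-20, then compound added for 30 min. AlphaScreen streptavidin donor/nickel chelate acceptor beads (10 ug/mL final), 30 min dark, luminescence read.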
Pin1 inhibitor – blocks the human prolyl isomerase Pin1; Q13526; Pin1 FP peptide displacement, HiFluor488, 10 min; Potency, µM (highest dose often 115 µM), for the others: at the top dose activity, negative = inhibition, usual class: inhibitors; 390,000 compounds, 0.009% hits; AID 504891; active means well fitted inhibition curve with a large enough effect in the polarisation, with a control signal flat, not every such curve was filed as active; inconclusive means small, poorly fitted or top-dose-only effect, or effect the other way, or a change in a side signal; inactive means no such curve, though single readings can be large or run the other way; the % refers to the polarisation; further: potency means the concentration at half of the fitted maximal effect; on the % scale 0 is the no-effect control and ±100 the full control effect
Target sequence (Q13526 whole entry, looked up): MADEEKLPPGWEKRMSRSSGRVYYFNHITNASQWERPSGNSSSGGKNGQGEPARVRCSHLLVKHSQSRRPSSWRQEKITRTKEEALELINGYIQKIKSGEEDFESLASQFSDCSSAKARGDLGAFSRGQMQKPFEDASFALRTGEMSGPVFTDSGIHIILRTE
PGK inhibitor – blocks T. brucei phosphoglycerate kinase; 380,000 compounds, 0.043% hits; AID 602233; Potency, µM (titrated, usually from 57.5 µM), inactives show top-dose activity change, negative = inhibition, hits mostly inhibitors; PGK/GAPDH coupled, Kinase-Glo luminescence, 60 min; further: potency means the concentration at half of the fitted maximal effect; on the % scale 0 is the no-effect control and ±100 the full control effect; nearly all actives have a fitted effect of over 60% in size
Target sequence (P07378 whole entry, looked up): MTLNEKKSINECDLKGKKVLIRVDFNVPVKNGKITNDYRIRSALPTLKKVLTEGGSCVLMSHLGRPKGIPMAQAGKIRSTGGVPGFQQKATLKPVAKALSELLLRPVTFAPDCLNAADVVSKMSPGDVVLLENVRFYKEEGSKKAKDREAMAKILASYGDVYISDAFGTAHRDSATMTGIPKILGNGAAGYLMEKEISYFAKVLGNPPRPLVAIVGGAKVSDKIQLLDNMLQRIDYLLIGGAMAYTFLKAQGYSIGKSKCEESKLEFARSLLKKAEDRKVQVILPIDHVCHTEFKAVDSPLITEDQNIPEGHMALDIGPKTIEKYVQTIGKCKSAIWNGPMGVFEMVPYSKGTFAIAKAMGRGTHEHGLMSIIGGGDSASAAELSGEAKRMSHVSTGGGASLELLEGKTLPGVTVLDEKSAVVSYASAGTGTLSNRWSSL
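Luminescent ATP detection (Kinase-Glo Plus) follows a 60-minute room-temperature incubation, with wells lacking PGK as controls. Buffer: 100 mM TEA (pH 7.6), 5 mM MgCl2, 0.01% Tween-20. Coupling enzyme GAPDH (100 nM final) supplies unstable 1,3-BPG in-well.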
* marks the source's active call; other numbers are inactive results; i = inactive; ? = inconclusive; / = no result given; & = joins results of further samples; [ ] = dose if it differs, or a comment. Unless noted, the call rests on the fitted dose curve; in most records, active means well fitted curve in the direction sought with a large enough effect; inconclusive means small, poorly fitted or top-dose-only effect, or another doubt; inactive means no such curve, though single readings can be large; an effect the other way counts as inactive or inconclusive. This is a random part of the collection; 11% or so of the library scored in one or more.

SMILES	GLS inh	JMJD2A Tudor	BAZ2B block	PI4K2A inh	G9a block	ERG-DNA inh	HP1b chromo inh	Pin1 inhibitor	PGK inhibitor
COc1cc(C=Nc2ccccc2C(=O)Nc2ccccc2)cc(OC)c1OC	20.1%	-6.3%	5.7%	-8.2	11.7%	-10.5%	23.4%	0.1%	-1.8%
CCc1ccc(Nc2n[n+](-c3ccccc3)c(-c3ccc(C(=O)O)cc3)s2)cc1	1.8%	79.4µM*	35.5µM*	-12.7	31.6µM*	-3.6%	-9.2%	-15.7%	-4.0%
c1coc(CNc2ncnc3nc[nH]c23)c1	-10.8%	-3.4%	5.2%	-2.0	-1.7%	-4.3%	26.6%	0.9%	0.4%
O=C(NC(=O)c1ccc(Cl)cc1)OC1CCCCC1	5.2%	-3.4%	3.8%	-2.3	22.2%[59 µM]	-1.4%	31.6%	-2.2%	5.1%
Cc1ccc(NS(=O)(=O)c2ccc3c(c2)NC(=O)CCS3)cc1F	-1.1%&6.3%	-15.2%&-12.6%	-16.7%	-3.5&-0.8	4.5%[59 µM]	-16.8%&-20.3%	15.2%&30.3%	-13.4%&1.1%	-8.3%&-9.3%
COc1ccccc1OCCCC(=O)Nc1ccc(N2CCOCC2)cc1	28.9%	-12.0%	-12.5%	2.5	?	2.6%	29.6%	-7.0%	0.9%
CC[C@@H](C)[C@H](NC(=O)Cc1c(C)c2cc3c(C)coc3c(C)c2oc1=O)C(=O)O	1.2%	-11.4%	-13.6%	1.1	4.3%	-2.5%	15.2%	8.6%	-5.0%
COc1ccc(Cl)cc1-n1c(C)cc(C(=O)O)c1C	-6.0%	-25.8%	/	-8.0	-41.6%[59 µM]	1.6%	9.6%	-0.2%	i
c1ccc(N2CCN(Cc3ccc4c(c3)OCO4)CC2)nc1	-5.7%	28.2µM*	/	8.6	/	6.2%	?	-8.2%	-3.0%
CC(C)n1ncc2c(C(=O)Nc3ccc(CC#N)cc3)cc(C3CC3)nc21	-0.1%	-3.7%	-0.4%	-1.1	10.0%[2.33 µM]	-2.3%	26.8%	?	0.3%
COc1ccc(C(=O)N2C(=O)c3ccc(N)cc3C2=O)cc1	2.2%	-3.4%	-14.7%	-2.1	-22.9%	-10.2%	14.5%	63.9%[activator]	-4.1%
CC1(C)CC(=O)C2=C(C1)Nc1ccccc1[S@]2=O	3.7%	-5.6%	-1.2%	8.6	18.8%	-3.6%	28.1%	6.0%	-6.1%
C/C(Cc1ccccc1)=N\NC(=O)CNC(=O)COc1cccc(C)c1	2.6%	-4.7%	-4.4%	-1.7	/	-3.6%	27.9%	-4.6%	2.2%
CNC(=O)N1CCN(C(=O)NC)CC1	-6.4%	-12.2%	11.2%	-1.6	15.1%	/	36.0%	-11.6%	/
Cc1nc2nc[nH]n2c(=O)c1CCOC(=O)c1c(F)cccc1F	17.3%	-7.2%	-10.9%	-4.8	12.0%	0.9%	19.2%	5.4%	8.3%
Cc1noc(C)c1COC(=O)c1ccccc1NC(=O)c1ccco1	-4.7%	3.4%	2.3%	2.3	11.1%	-6.9%	41.5%[activator]	-0.5%	i
Cc1cc(C)c2ccc(=S)[nH]c2n1	-11.9%	-21.8%	-25.9%	2.4	8.91µM*	7.1%	22.6%	-1.4%	i
Cc1ccc(NC(=O)C2CC(=O)OC23CCOC(C)(C)C3)cc1 (centres undefined)	4.6%	9.9%	-5.3%	5.2	12.9%[59 µM]	-1.3%	24.0%	1.0%	4.7%
NC(=O)C1(c2ccccc2)CCCN1C(=O)c1ccccc1Br (centres undefined)	9.0%	-3.8%	-1.8%	-5.0	16.9%[12.7 µM]	0.1%	43.6%[activator]	-2.9%	2.5%
Cc1cc(OCC(=O)NCc2ccncc2)c2c(C)cc(=O)oc2c1	-12.6%	3.4%	-2.9%	-0.2	-9.1%	8.0%	61.9%[activator]	-9.4%	i
O=C(Nc1ccc(F)cc1)c1nc(S(=O)(=O)Cc2ccccc2)ncc1Cl	5.2%	-34.7%	-35.5%	-3.9	/	1.0%	22.4%	15.2%	-1.2%
CC(NC(=O)c1ccco1)C(=O)OCC(=O)c1ccc(Cl)s1 (centres undefined)	3.9%	-23.8%	2.8%	-4.0	?	3.7%	38.3%	-11.0%	-10.2%
O=C(Nc1ccc(F)cc1)c1ccc(CSc2ccc(Cl)cc2)o1	0.0%	14.5%	17.2%	-5.8	107.6%[activator]	-0.4%	78.4%[activator]	4.4%	-3.3%
COc1cccc(CNC(=O)c2ccc(NC(=O)CC3SC(N4CCCCC4)=NC3=O)cc2)c1 (centres undefined)	5.0%	-6.0%	9.2%	-4.0	26.7%[12.7 µM]	15.5%	17.9%	-2.1%	-3.5%
O=C(NCc1ccncc1)C1CCN(S(=O)(=O)c2ccc(F)cc2)CC1	-8.7%	11.7%	4.1%	-12.9	?	-7.2%	39.3%[activator]	-7.7%	-1.8%
CC(=O)OCCCNc1cc(Sc2ccc(Cl)cc2)c2nonc2c1[N+](=O)[O-]	4.7%	-19.3%	-19.4%	-3.7	?	2.7%	4.7%	3.9%	-4.9%
O=c1nc(-c2ccccc2)cn[nH]1	-1.6%	5.0%	11.2%	1.2	-41.0%	-1.7%	19.1%	-6.9%	-4.2%
Cc1ccc(C(=O)NCCC2=CCCCC2)cc1S(=O)(=O)N1CCCCC1	-11.3%	-2.8%	-2.8%	3.1	9.4%[0.501 µM]	1.9%	21.8%	5.2%	-1.8%
COc1ccc(CCNC(=O)C23CCC(C)(C(=O)O2)C3(C)C)cc1OC (centres undefined)	-6.4%	6.1%	-13.7%	4.4	17.1%	-3.9%	56.9%[activator]	2.3%	i
Fc1cccc(Cl)c1CSc1nnc2ccccn12	-12.2%	0.3%	-5.3%	3.8	23.4%	5.7%	18.9%	0.0%	-4.5%
Cc1ccccc1OCC(=O)OCC(=O)Nc1ncc(Cl)c(C)c1Cl	?	?	56.2µM*	-6.2	14.7%[2.33 µM]	1.4%	4.8%	-24.7%	-17.9%
O=C(Nc1ccccc1)Nc1cnccn1	6.1%	-0.7%	-14.3%	1.7	51.2%[activator]	15.9%	23.4%	1.9%	-5.6%
N#Cc1c(-c2cccs2)nc(SCC(=O)c2cccs2)[nH]c1=O	2.9%	-11.9%	6.7%[57.1 µM]	5.3	?	2.5%	-7.7%	?	-6.8%
Cc1ccc(NC(=O)c2ccc(Nc3ccccc3F)nc2)cc1	-0.5%	-13.7%	10.8%	-2.2	-10.3%[59 µM]	0.2%	20.8%	0.7%	-8.2%
COc1ccccc1CC(=O)N1CCN(S(=O)(=O)c2ccccc2F)CC1	0.7%	5.7%	/	-1.3	/	2.0%	45.3%[activator]	-3.8%	-8.3%
O=C(OCc1cc2ccccc2[nH]c1=O)c1ccccn1	-1.5%	-3.2%	?	11.6	-3.9%	-11.2%	14.3%	1.2%	-7.8%
Cc1noc(-c2ccc(-c3noc(-c4ccc([N+](=O)[O-])c(C)c4)n3)cc2)n1	0.0%	-8.7%	3.5%	3.3	-6.0%[59 µM]	2.8%	18.7%[57 µM]	-9.1%	-1.1%
Clc1ccccc1OCc1nn2c(-c3ccncc3)nnc2s1	14.4%	-34.3%	1.4%	-1.9	-6.2%[12.7 µM]	/	0.1%	19.6%	/
COc1cc([N+](=O)[O-])ccc1NC(=O)CCN1C(=O)C2C3CCC(C3)C2C1=O (centres undefined)	4.7%	-6.8%	5.4%	-2.1	4.6%[59 µM]	-3.3%	17.1%	-1.5%	5.5%
COC(=O)c1ccccc1NC(=O)CCn1nc(C)c2c(C)n(-c3ccccc3)nc2c1=O	0.0%	-5.2%	-8.5%	-1.7	-0.9%[59 µM]	2.5%	21.4%	3.1%	i
CCN(CC(=O)Nc1ccc2c(c1)OCO2)Cc1nc2ccccc2c(=O)[nH]1	-1.0%	-10.2%	-2.3%	1.5	-2.0%	2.3%	28.3%	-1.6%	7.2%
Cc1ccc(C(=O)OCC(=O)NC2CCCCC2)s1	6.3%	-4.5%	-1.6%	8.3	-7.4%	19.0%	38.1%[activator]	-3.1%	-9.8%
Cc1ccc(NC(=O)COC(=O)c2ccccc2Cl)cc1S(=O)(=O)N(C)C	5.3%	-18.0%	-2.2%	0.4	9.1%	-9.7%	10.4%	2.9%	-4.3%
Cc1ccc(-c2nc3cc(N)ccc3o2)c(C)c1	-2.3%	-15.8%&-3.5%	6.4%	2.3	21.5%	11.1%	21.4%&13.2%	2.2%&7.6%	-8.4%
COC(=O)COC(=O)CC(CC(N)=O)c1ccccc1 (centres undefined)	/	4.2%	-1.8%	-0.3	?	-0.1%	31.3%	-1.3%	-2.1%
CC(=O)c1csc(COc2ccccc2)n1	5.7%	-8.7%	-1.9%	-5.3	2.8%	-0.3%	51.8%[activator]	-0.8%	5.4%
CN(CC(=O)Nc1ccc(Cl)c(C(F)(F)F)c1)C(=O)c1ccc(S(=O)(=O)N2CCOCC2)cc1	-0.5%	-13.4%	/	0.4	/	10.8%	42.1%[activator]	-6.8%	5.0%
NC(=O)C1CCCNC1 (centres undefined)	-3.7%	-13.1%	-15.6%	-1.2	?	6.4%	44.4%[activator]	-5.5%	3.8%
